TRHR agonist – TRH receptor (human) agonism; P34981; TRHR cells, calcium flux fluo-8, FDSS agonist mode; activation, % at 2 µM; 360,000 compounds, 0.18% hits; in the data active = activation above about 30%; also: 0% is about no effect
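Agonist-mode FDSS calcium read (Ex 480/Em 530, 1 s cycles) in 1536-well TRHR cells with fluo-8 dye, after 10-cycle baseline and 23 nL compound addition; TRH at EC20 (10 nM final) added afterwards for the enhancer phase.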
USP1 inh – inhibitors of human USP1/UAF1 deubiquitinase. recombinant USP1/UAF1, Ub-Rhodamine cleavage fluorescence. Potency, µM (highest dose often 57.1 µM), for inactives: at the highest dose activity change, negative = inhibition, usual class: inhibitors. 390,000 compounds, 0.23% hits. AID 743255; also: potency is read from the fitted curve at half-maximal effect; % is scaled to controls: 0 for no effect and ±100 for the full control effect; nearly all actives have a fitted effect of over 60% in size; inactives centre near -12
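USP1/UAF1 complex (1 nM) preincubated 15 min at room temperature with compound, then Ub-Rho substrate (150 nM final) added. Kinetic fluorescence at 480/540 nm over 6 reads at 60 s intervals; 50 mM HEPES pH 7.8, 0.5 mM EDTA, 0.1 mg/ml BSA, 1 mM TCEP, 0.01% Tween-20.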
PI4K2A block – blocks human PI4K2A kinase activity; Q9BTU6; purified PI4K2A, ADP-Glo luminescence, 1 h; hits give low values; activity change, negative = inhibition, % at 76.9 µM; 420,000 compounds, 0.13% hits; AID 1346378; in the data active = activity change below about -50%; inconclusive = mostly about -30% to -49%;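 also: -100% = wells without enzyme as full effect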
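In this quantitative HTS, ADP production by PI4K2A was quantified luminescently after 1 h at ambient temperature; 100 microM adenosine served as plate-quality control.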
TrxR1 inh – inhibitors of rat thioredoxin reductase 1; recombinant rTrxR1, NADPH fluorescence consumption, selenite substrate; 390,000 compounds, 1% hits; Potency, µM (titrated, usually from 114 µM), without a hit: at the highest dose activity change, negative = inhibition, most hits filed as inhibitors; O89049; also: potency is read from the fitted curve at half-maximal effect; % is scaled to controls: 0 for no effect and ±100 for the full control effect; nearly all actives have a fitted effect of over 65% in size
Target sequence (O89049 whole entry, looked up): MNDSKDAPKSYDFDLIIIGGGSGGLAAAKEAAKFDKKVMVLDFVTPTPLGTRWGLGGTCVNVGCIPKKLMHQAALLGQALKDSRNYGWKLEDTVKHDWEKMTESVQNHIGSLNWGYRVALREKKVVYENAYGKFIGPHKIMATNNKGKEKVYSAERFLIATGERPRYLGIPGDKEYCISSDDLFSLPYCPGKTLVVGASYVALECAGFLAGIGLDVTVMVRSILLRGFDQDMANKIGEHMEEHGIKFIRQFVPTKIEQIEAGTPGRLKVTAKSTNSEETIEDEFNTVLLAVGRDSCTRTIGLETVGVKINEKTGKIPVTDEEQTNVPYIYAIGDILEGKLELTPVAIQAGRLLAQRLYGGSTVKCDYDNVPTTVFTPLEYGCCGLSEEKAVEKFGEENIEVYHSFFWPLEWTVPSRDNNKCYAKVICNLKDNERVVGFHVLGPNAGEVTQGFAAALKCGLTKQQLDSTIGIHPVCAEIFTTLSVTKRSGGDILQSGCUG
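Rat TrxR1 (90 nM in the dispensed reagent) was pre-reduced with 400 uM NADPH for 5 min at room temperature, then incubated with compound for 15 min. After 400 uM selenite was added, NADPH fluorescence (Ex 340/Em 450 nm) was followed for 8 min.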
D2 ag – activates the human D2 dopamine receptor | P14416 | activation, % at 2 µM | HEK293 T-REx D2 cells, calcium flux agonist mode | 340,000 compounds, 0.53% hits;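 active = activation over 3 SD above normal in the single-dose calcium agonist read, cut at about 30% in these data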; also: 0% is about no effect
Target sequence (P14416 whole entry, looked up): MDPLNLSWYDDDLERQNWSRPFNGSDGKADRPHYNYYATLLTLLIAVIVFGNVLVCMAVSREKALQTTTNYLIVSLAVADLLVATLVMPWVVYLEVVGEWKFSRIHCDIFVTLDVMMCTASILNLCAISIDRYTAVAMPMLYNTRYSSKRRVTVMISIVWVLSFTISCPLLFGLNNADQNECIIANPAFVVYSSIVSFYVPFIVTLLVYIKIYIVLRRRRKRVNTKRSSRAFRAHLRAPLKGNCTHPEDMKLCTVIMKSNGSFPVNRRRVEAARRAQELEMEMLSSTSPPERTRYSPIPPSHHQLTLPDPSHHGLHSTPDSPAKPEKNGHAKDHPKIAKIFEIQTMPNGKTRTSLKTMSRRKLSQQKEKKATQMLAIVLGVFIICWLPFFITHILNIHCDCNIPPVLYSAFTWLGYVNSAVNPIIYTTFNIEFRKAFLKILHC
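Agonism scored from kinetic calcium signal (1 read/sec, 180 s) following compound pin transfer, after a 10 s baseline. Cells: HEK293 Trex line expressing inducible D2 receptor coupled to calcium, dye-loaded after overnight culture at 30 C.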
TRHR enhancer – TRH receptor (human) allosteric enhancement; P34981; TRHR cells, fluo-8 calcium fluorescence, EC20 TRH enhancement; enhancement, % at 2 µM; 360,000 compounds, 0.66% hits; AID 493056; in the data active = enhancement above about 30%; also: 0% is about no effect
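Enhancer read-out: after compound pinning and an initial kinetic agonist-mode read, an EC20 of TRH (10 nM final) was injected and fluo-8 calcium signal (Ex 480/Em 530) followed at 1 s/cycle for 100 cycles in TRHR-expressing cells.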
IDH1 R132H inh – blocks human mutant IDH1 R132H enzyme; 390,000 compounds, 0.093% hits; AID 602179; IDH1-R132H enzyme, NADPH consumption, diaphorase/resazurin fluorescence; Potency, µM (doses to about 76.6 µM), for inactives: at the highest dose activity change, negative = inhibition, usual class: inhibitors; O75874; also: potency is read from the fitted curve at half-maximal effect; % is scaled to controls: 0 for no effect and ±100 for the full control effect; nearly all actives have a fitted effect of over 65% in size
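IDH1-R132H (0.5 ug/mL) preincubated 30 min with compound, then NADPH (0.016 mM) and alpha-KG (2 mM) added; 80 min at RT, pH 7.5. Remaining NADPH coupled via diaphorase/resazurin to fluorescence (540/590 nm); concentration-response curves normalized to no-enzyme control.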
D2 antag – antagonizes the human D2 dopamine receptor. P14416. AID 485344. HEK293 TREx D2 cells, calcium flux, dopamine EC80. inhibition, % at 10 µM. 340,000 compounds, 2% hits; in the data active = inhibition above about 30%; also: 0% is about no effect
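Overnight-induced (tetracycline, 30 C) HEK293 T-REx cells carrying force-coupled D2 receive a no-wash calcium dye, then compound, then EC80 dopamine at 180 s; signals are read kinetically throughout.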
TrxR1 substrate – is turned over as a substrate by rat TrxR1. O89049. purified TrxR1 substrate turnover, NADPH consumption readout. Potency, µM (top dose mostly 114 µM), without a hit: top-dose activity change, negative = substrate turnover. 390,000 compounds, 0.01% hits. AID 588456; also: potency is read from the fitted curve at half-maximal effect; % is scaled to controls: 0 for no effect and ±100 for the full control effect; nearly all actives have a fitted effect of over 50% in size
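Rat TrxR1, dispensed at 90 nM, was prereduced with 400 uM NADPH (final) for 5 min at ~22 deg C, then incubated with compound 15 min before 400 uM selenite. A first-read NADPH fluorescence drop versus no-compound background flagged substrates.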
An asterisk follows results filed as active; ? = inconclusive; · = not tested or not shown; & = joins results of further samples; [ ] = another dose, or the depositor's remark. Unless noted, calls follow the shape of the dose curve; as a rule, active = well fitted inhibition curve with a large enough effect; inconclusive = small, poorly fitted or top-dose-only effect; inactive = no such curve, though single readings can be large or run the other way.

SMILES | TRHR agonist | USP1 inh | PI4K2A block | TrxR1 inh | D2 ag | TRHR enhancer | IDH1 R132H inh | D2 antag | TrxR1 substrate
Cc1cc2c(cc1C)C(=O)C(Br)=C(N)C2=O | · | 4% | -5 | 50µM* | · | · | -15% | · | -9%
Cc1ccc(NC(=O)c2cc3ccccc3oc2=O)cc1S(=O)(=O)N(C)C | 0.4 | -8% | -17 | 9%[57.1 µM] | 0.9 | -1 | 1% | 15 | 8%[57.1 µM]
COCc1nnc(NC(=O)C2CC(=O)N(CCc3ccc(F)cc3)C2)s1 (configuration not stated) | 0.6 | -4% | -2 | 5% | 1.2 | -20 | -1% | 30* | 5%
CCCCc1cc(=O)oc2cc(OCc3nn[nH]n3)ccc12 | -1.5 | -23% | -4 | 25%[57.1 µM] | 0.2 | -1 | 0% | -7 | 49%[activator][57.1 µM]
CCN(c1ccc(NC(=O)c2ccc(N3CCCC3=O)cc2)cc1)C(C)C | 0.2 | -19% | 0 | 9% | -0.7 | 5 | 10% | 7 | 3%
COc1cccc(C(=O)Nc2nc3ccccc3s2)c1 | 0.6 | -24% | 3 | 0% | -0.4 | -4 | 0% | 12 | -8%
COc1ccc(-n2nnnc2SCC(=O)Nc2nnc(C)s2)cc1 | -0.5 | -8% | -14 | -4% | 0.4 | 14 | 3% | 0 | -2%
O=C(CCC(=O)Nc1cccc(Cl)c1)N/N=C/c1cc([N+](=O)[O-])ccc1O | 0.1 | -21% | -3 | 8%[57.1 µM] | -0.3 | 5 | 4% | -11 | -1%[57.1 µM]
N#CCSc1nc2ccc(N3CCOCC3)cc2c(=O)n1CCc1ccccc1 | -0.2 | -20% | 2 | 2% | · | 3 | -5% | · | 21%
COc1ccc(C(=O)NCCc2cc3ccc(C)c(C)c3[nH]c2=O)cc1OC | -1.0 | -3% | -1 | -3% | -0.4 | 3 | -12% | -4 | -6%
CCCc1nc2oc3c(NCc4ccccn4)ncnc3c2c2c1COC(C)(C)C2 | -0.1 | -6% | 1 | 16%[57.1 µM] | -0.1 | 15 | 3% | -19 | 18%[57.1 µM]
Cc1cccc(OCc2nnc(SCC(=O)NCCc3ccccc3)o2)c1 | 1.2 | -12% | 2 | 3%[57.1 µM] | 1.4 | 0 | 10% | -1 | 2%[57.1 µM]
O=C(Nc1cnccn1)c1ccc(F)cc1Cl | 0.0 | 1% | -1 | 10% | 1.0 | -10 | 0% | 0 | -1%
N#Cc1ccccc1Sc1ccccc1C(=O)OCC(N)=O | 0.9 | -24% | 4 | 22%[57.1 µM] | -1.1 | 4 | -2% | 5 | 8%[57.1 µM]
CCc1cccc2c1Sc1ccccc1CC2N1CCNCC1 (configuration not stated) | · | -24% | -1 | 22% | · | · | 21% | · | -1%
Cc1ccccc1OC1CCN(C(=O)C2CCC(=O)N(C3CCCC3)C2)CC1 (configuration not stated) | 0.3 | -3% | 0 | 12% | -0.8 | 3 | 6% | -9 | -12%
CCOC(=O)c1[nH]c(C)c(CCC(=O)N2CCN(c3ccc(OC)cc3)CC2)c1C | 0.0 | 0% | 2 | 33%[57.1 µM] | -0.2 | 2 | -7% | · | 4%[57.1 µM]
COc1ccc(N(CC(=O)NCc2ccncc2)S(=O)(=O)c2ccc(C)c([N+](=O)[O-])c2)cc1 | -0.5 | -12% | -4 | 10% | 0.1 | -3 | 0% | 11 | 4%
CCOc1ccc(S(=O)(=O)NCc2ccccn2)cc1NC(=O)c1ccccc1F | -1.0 | -5% | -21 | 22% | -0.5 | 6 | 3% | -11 | 37%[activator]
Cc1ccc(-n2nnnc2SCC(=O)N2CCNC2=O)cc1C | 0.0 | -10% | 1 | 13% | 0.7 | 6 | -2% | 5 | 1%
CCOC(=O)C1=C(CC)Nc2ccccc2N=C1NC(=O)c1cccc(S(=O)(=O)N2CCOCC2)c1 | -0.5 | -6% | -3 | 20% | 0.0 | 4 | -15% | 9 | 4%
CCN1CCN(Cc2ccc(NC(=O)c3ccc(C)c(NC(=O)c4c[nH]c5cc(C(F)(F)F)ccc5c4=O)c3)cc2C(F)(F)F)CC1 | 0.3 | ? | -3&-3 | 0% | -0.8 | -2 | -3% | 36* | -5%
COc1ccc(C(=O)CC(=O)c2ccc(F)cc2)cc1 | · | -23% | -4 | 18% | · | · | -6% | · | 4%
Nc1c(N(CCC2=CCCCC2)C(=O)CCCOc2ccccc2)c(=O)[nH]c(=O)n1Cc1ccccc1 | 0.0 | -23% | -2 | 4% | 0.6 | -3 | 0% | 33* | -3%
CC(C)(C)C(=O)Nc1nnc2n1CCS2 | 0.5 | -33% | -1 | -3%[57.1 µM] | 0.1 | 0 | -13% | · | -6%[57.1 µM]
CCS(=O)CCSC(=N)N (configuration not stated) | 0.3 | -9% | 2 | 14% | -0.2 | 3 | 12% | -10 | 0%
CSc1ccccc1NC(=O)CN(C)C(=O)COc1cccc2cccnc12 | · | -25% | -10 | -16% | · | · | 14% | · | -16%
CCC(C)NC(=O)c1ccc(CNS(=O)(=O)c2ccc3c(c2)C(C)(C)C(=O)N3C)cc1 (configuration not stated) | -0.7&0.5 | 9%&-1% | -3&2 | 19%&11% | 0.5&0.0 | 5&1 | -5%&-9% | -18 | -1%&-2%
C=CCN1C(=O)CC(C(=O)NC)SC1=Nc1ccc(C(=O)OCC)cc1 (configuration not stated) | 0.8 | -17% | -2 | 0%[57.1 µM] | 0.5 | 6 | 0% | 3 | 11%[57.1 µM]
COc1ccc(-n2cnnc2SCC(=O)N2CCN(c3ccccc3)CC2)cc1 | -0.9 | 4% | 0 | -3% | 0.3 | 3 | 14% | -9 | -4%

3 entries already listed, sorted by heavy-atom count, descending:
SMILES | TRHR agonist | USP1 inh | PI4K2A block | TrxR1 inh | D2 ag | TRHR enhancer | IDH1 R132H inh | D2 antag | TrxR1 substrate
CCC(C)NC(=O)c1ccc(CNS(=O)(=O)c2ccc3c(c2)C(C)(C)C(=O)N3C)cc1 (configuration not stated) | -0.7&0.5 | 9%&-1% | -3&2 | 19%&11% | 0.5&0.0 | 5&1 | -5%&-9% | -18 | -1%&-2%
CSc1ccccc1NC(=O)CN(C)C(=O)COc1cccc2cccnc12 | · | -25% | -10 | -16% | · | · | 14% | · | -16%
COc1ccc(C(=O)CC(=O)c2ccc(F)cc2)cc1 | · | -23% | -4 | 18% | · | · | -6% | · | 4%

Carrying on.
SMILES | TRHR agonist | USP1 inh | PI4K2A block | TrxR1 inh | D2 ag | TRHR enhancer | IDH1 R132H inh | D2 antag | TrxR1 substrate
Cc1ccc(S(=O)(=O)c2nc(-c3ccccc3F)oc2N2CC(C)OC(C)C2)cc1 (configuration not stated) | -0.8 | -18% | 2 | ? | -0.4 | -9 | 2% | 14 | 0%
Nc1ncnc2[nH]c(=S)[nH]c12 | · | -4% | -4 | -14% | · | · | -2% | · | 8%
CCC1CCCCN1CCCNC(=O)CSc1nc2nc(C)c(Cc3ccccc3)c(C)n2n1 (configuration not stated) | -1.2 | -9% | -1 | 21%[57.1 µM] | 0.7 | 16 | 1% | -24 | 10%[57.1 µM]
CC(C)(C)C1(C)OC(C(=O)NC2CCCCC2)C(C(=O)NC2CCCCC2)O1 (configuration not stated) | -0.7 | -4% | 2 | -8% | 0.8 | -5 | 3% | 28 | 3%
CC(C)c1nnc(NC(=O)c2cccc(-n3cnnn3)c2)s1 | -0.2 | -7% | -1 | 13% | -0.5 | -1 | 15% | 19 | 1%
O=[N+]([O-])c1ccc(CSc2nnc(Cc3ccccc3)n2-c2ccc(F)cc2)cc1 | 0.5 | -19% | -5 | -14% | 0.2 | -12 | -2% | 8 | -15%
COc1ccc(-c2c(C(C)=O)c(C)n(C)c2C)cc1 | -0.4 | -3% | -2 | -24% | 1.5 | 4 | 7% | -17 | -5%
CC(C)OCC1CC(CC(=O)Nc2ccc([N+](=O)[O-])cc2)C(=O)O1 (configuration not stated) | 0.0 | 3% | 4 | 27%[57.1 µM] | 1.8 | -4 | 0% | 4 | -7%
O=C(Nc1ccc(S(=O)(=O)NCc2ccccc2)cc1)c1ccccc1[N+](=O)[O-] | 1.7 | -10% | -1 | 9%[57.1 µM] | 0.5 | 1 | 4% | -10 | -2%
COc1ccccc1N(C)S(=O)(=O)c1ccc(C(=O)Nc2ncc(C)s2)cc1 | 0.9 | -9% | -4 | 10% | 0.8 | 3 | 2% | 9 | 2%
CCOc1cc(NC(=S)NCCCOC)c(OCC)cc1NC(=O)c1cccs1 | -0.8 | -17% | -5 | -10% | 0.6 | -2 | 3% | -7 | 6%
Cn1c(SCC(=O)NC2CCCCCC2)nnc1-c1ccco1 | 0.1 | -21% | 2 | 3% | -0.1 | -2 | -11% | 9 | -4%
COc1nc(OC/C(N)=N/O)nc(N2CCOCC2)n1 | 0.3 | 4% | 3 | 4% | 0.7 | 0 | 3% | -3 | -8%
COc1ccc(-n2c(SCC(=O)Nc3nccs3)nc3c(c2=O)SC(C)C3)cc1 (configuration not stated) | 0.7 | -13% | -1 | -1%[57.1 µM] | 2.6 | 1 | 15% | 6 | 14%[57.1 µM]
CCN1CCN(c2nc3c(c(=O)[nH]c(=O)n3C)n2CCCSc2ncccn2)CC1 | 0.3 | 14% | 10 | -2% | 0.4 | 2 | -1% | -16 | -3%
Cc1ccc(N2C(=O)c3ccc(C(=O)N4CCN(Cc5ccccc5)CC4)cc3C2=O)cc1 | 0.3 | -12% | -10 | 25% | 1.3 | -6 | 6% | -3 | 5%
C/C(=C\c1ccccc1)C(=O)N1CCN(Cc2ccc3c(c2)OCO3)CC1 | 0.5 | -20% | 9 | 14% | 0.3 | -11 | 4% | -5 | 1%
COc1ccc(C(c2sc3nc(C)nn3c2O)N2CCN(Cc3ccccc3)CC2)cc1OC (configuration not stated) | -0.2 | -4% | 3 | 0%[57.1 µM] | -0.3 | 7 | 7% | 0 | 1%[57.1 µM]
COC(CNS(=O)(=O)c1ccc(S(=O)(=O)NC2CC2)cc1)OC | 0.3 | -9% | 12 | 2% | 0.8 | 4 | -1% | -2 | 0%

High-throughput results from PubChem.
